Screens deposited in PubChem BioAssay by The Scripps Research Institute Molecular Screening Center.
luminol inh ctr = quenches luminol chemiluminescence in Nox1 counter-screen. HRP/luminol/H2O2 chemiluminescence counterscreen. inhibition, % at 6.7 µM. hit rate 0.4% among 16,000; also: reference of the scale not given here
Nox1 inhibitor = blocks human NADPH oxidase 1 activity; Q9Y5S8; HT29 cells, luminol chemiluminescence ROS; inhibition, % at 6.7 µM; hit rate 0.81% among 16,000
TLR4-MyD88 inh = inhibitors of human TLR4-MyD88 binding. Cell-based TLR4-MyD88 binding inhibition assay. AID 811. inhibition, % at 10 µM. O00206. hit rate 0.06% among 16,000; in the data active = inhibition above about 45%
rat GALR2 agon = agonists of rat galanin receptor 2 (GALR2); O08726; activation, % at 10 µM; AID 833; hit rate 0.5% among 16,000; cell-based GALR2 agonist screen; in the data active = activation above about 15%
Target sequence (O08726 whole entry, looked up): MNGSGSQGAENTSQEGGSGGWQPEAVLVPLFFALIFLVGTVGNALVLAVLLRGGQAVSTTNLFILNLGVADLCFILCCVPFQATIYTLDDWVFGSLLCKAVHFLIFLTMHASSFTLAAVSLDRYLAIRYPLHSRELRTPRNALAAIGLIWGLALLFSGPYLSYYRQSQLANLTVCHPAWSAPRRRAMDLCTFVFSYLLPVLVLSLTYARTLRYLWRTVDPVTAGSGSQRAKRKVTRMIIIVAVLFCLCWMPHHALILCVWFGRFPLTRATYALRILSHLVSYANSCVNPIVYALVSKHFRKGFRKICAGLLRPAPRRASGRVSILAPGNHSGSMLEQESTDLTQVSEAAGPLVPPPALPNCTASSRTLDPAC
NOTCH ag = activates NOTCH signaling in reporter cells. NOTCH signaling luciferase reporter cells, luminescence. hit rate 0.4% among 15,000. activation, % at 2.5 µM; in the data active = activation above about 2.2%
S1P1 ag = S1P1 (human) receptor agonism. P21453. S1P1 agonist cell-based reporter assay. activation, % at 4.5 µM. hit rate 1.5% among 16,000. AID 1044; in the data active = activation above about 80%
Target sequence (P21453 whole entry, looked up): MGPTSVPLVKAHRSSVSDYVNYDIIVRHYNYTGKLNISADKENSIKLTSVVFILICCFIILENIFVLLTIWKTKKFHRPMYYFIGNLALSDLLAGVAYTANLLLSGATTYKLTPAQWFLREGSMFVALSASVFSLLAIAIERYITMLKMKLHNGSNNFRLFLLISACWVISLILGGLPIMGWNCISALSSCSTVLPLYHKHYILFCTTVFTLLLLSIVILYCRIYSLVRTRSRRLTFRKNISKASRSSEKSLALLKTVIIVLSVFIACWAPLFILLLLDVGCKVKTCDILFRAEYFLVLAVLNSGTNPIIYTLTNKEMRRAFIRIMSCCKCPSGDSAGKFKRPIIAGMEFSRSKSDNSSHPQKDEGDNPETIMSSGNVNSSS
PME-1 Maybr inh = Maybridge compound blocking human PME-1; hit rate 0.5% among 16,000; recombinant PME-1, FP-Rh probe fluorescence polarization; Q9Y570; inhibition, % at 9 µM; AID 2291; in the data active = inhibition above about 30%
KOR antag MB = blocks the human kappa opioid receptor, Maybridge compounds. P41145. OPRK1 cells, antagonist mode, fluorescence readout. inhibition, % at 9 µM. hit rate 0.4% among 16,000. AID 652031; in the data active = inhibition above about 50%
Starred values were filed as active, the others as inactive; . = not tested or not shown. Rule as the data show it, unless noted: active = inhibition above about 75%; inactive = the rest. Hits appear at their usual frequency; about 4.4% have a hit in one of these screens.

SMILES	luminol inh ctr	Nox1 inhibitor	TLR4-MyD88 inh	rat GALR2 agon	NOTCH ag	S1P1 ag	PME-1 Maybr inh	KOR antag MB
OC(Cc1cccnc1)(c1ccccc1)c1ccc(Cl)cc1 (stereo unspecified)	0	-25	3	-10	-0.7	0	4	-15
CCN(S(=O)(=O)c1cc(Cl)sc1Cl)S(=O)(=O)c1cc(Cl)sc1Cl	-3	-55	3	-6	-0.5	13	1	-8
Cc1cc(NC(=O)/C(C#N)=C/c2cc(Br)cs2)no1	-12	-2	-3	-6	-0.4	0	6	4
COc1c(Cl)cc([N+](=O)[O-])c(OC)c1C(N)=O	2	-17	-4	-7	-0.1	-23	-2	-5
CN(NC(=S)Nc1cc(Cl)ccc1Cl)c1ccc(C(F)(F)F)cc1[N+](=O)[O-]	2	-28	-1	-6	-0.8	3	2	-16
CCOC(=O)N1CCC(NS(=O)(=O)c2ccccc2)CC1	-4	3	-10	-3	-0.3	4	7	-20
Cc1ccc(/C(=C/C=C(C#N)C#N)N2CCN(c3ccc(Cl)c(Cl)c3)CC2)cc1	1	-51	1	-1	-0.2	2	0	8
Cc1nn(-c2ccccc2)nc1C(=O)N(C)CCc1ccccn1	-3	-68	-3	-4	0.2	-3	3	-18
CCOC(=O)C1CC2CN(S(=O)(=O)c3ccc(C)cc3)CC(C1)C2=O (stereo unspecified)	-1	-10	-21	-6	-0.5	-10	-2	4
Cc1ccc2[nH]c3nc4ccccc4nc3c2c1	0	-45	4	-4	-0.4	-40	-2	-5
Oc1c(Cl)cc(Cl)cc1C=Nc1cccnc1	-5	1	-5	2	1.0	-4	6	14
COc1ccccc1C1CCN(c2ccc(CO)cc2[N+](=O)[O-])CC1	-4	8	-6	-9	0.2	92*	12	-10
O=C1c2ccccc2C(=O)c2c1ccc(C(=O)O)c2[N+](=O)[O-]	-5	7	-11	-2	-0.1	-6	5	-7
CSc1nsc(SC)c1C(=O)Nc1ccc(-c2csnn2)cc1	-4	-22	-3	-6	-0.2	-9	-2	10
CS/C(N)=N\N=C(/C)c1cc2ccccc2o1	-2	-71	-2	-6	-0.9	6	5	-5
Cc1oc(-c2ccc(Cl)cc2)cc1C(=O)O/N=C(\N)Cc1nc2cccnc2n1C1CC1	0	86*	-5	-5	-0.6	-19	-2	-11
CCOC(=O)/C(C#N)=C/Nc1cc(C)no1	0	-79	6	-2	-0.3	-7	2	-6
Nc1c2c(=O)[nH]c(O)cc2nn1-c1ccccc1	-1	-48	-9	-9	-0.1	-1	8	4
COc1ccccc1N1C(=O)C2ON(c3ccc(Cl)cc3)C(c3ccc(O)cc3)C2C1=O (stereo unspecified)	-7	19	-14	-1	0.2	4	-3	-2
COc1c(Cl)cc(Cl)cc1-c1csc(NC(=O)C(Cl)(Cl)Cl)n1	1	-4	-8	-8	0.0	89*	0	0
COc1cc(NC(=S)N(C)CCC#N)c(OC)cc1Cl	-7	0	0	-4	1.3	5	7	5
Cc1nc(C)c(C(=O)NN)s1	16	-21	-10	-2	-0.4	44	-2	6
Cc1cc2c(cc1C)CSC2	-7	19	1	-5	-0.6	13	1	1
CSc1nc2c(Cl)cccc2c2c1c(=O)[nH]n2C	-3	-27	17	-6	1.0	5	-2	-2
Cc1noc(C)c1-c1nc(CS(=O)(=O)c2ccc(Cl)cc2)no1	-2	19	-2	-9	1.2	1	2	-3
O=C(NNC(=S)NC12CC3CC(CC(C3)C1)C2)c1cccnc1	7	-8	5	-3	-0.2	6	1	-5
CC(C)CNC(=O)[C@H](C)NC(=O)c1ccc(Cl)cc1Cl	2	1	-7	-5	-0.3	-23	-3	-6
O=C(Nc1cc(F)c(Br)cc1F)c1ccc(Cl)cc1	-1	-10	-2	-2	0.3	-23	0	5
CC1CN(c2ccc(NC(=S)NCc3cccs3)cc2)CC(C)O1 (stereo unspecified)	-35	39	-12	-5	-0.7	8	3	-3
O=C(O)CNC(=O)c1ccc(NC(=O)c2c(F)cccc2F)cc1	-1	-6	1	-6	-0.4	-5	0	3

With a hit mark in S1P1 ag, of those listed so far:
Structure | Nox1 inhibitor | TLR4-MyD88 inh | rat GALR2 agon | NOTCH ag | S1P1 ag | PME-1 Maybr inh | KOR antag MB
COc1ccccc1C1CCN(c2ccc(CO)cc2[N+](=O)[O-])CC1 | 8 | -6 | -9 | 0.2 | 92* | 12 | -10
COc1c(Cl)cc(Cl)cc1-c1csc(NC(=O)C(Cl)(Cl)Cl)n1 | -4 | -8 | -8 | 0.0 | 89* | 0 | 0

Remaining list, next part
SMILES	luminol inh ctr	Nox1 inhibitor	TLR4-MyD88 inh	rat GALR2 agon	NOTCH ag	S1P1 ag	PME-1 Maybr inh	KOR antag MB
CCOC(=O)CC(C)Nc1cc(NC(C)=O)ccc1OC (stereo unspecified)	1	-13	-2	-5	-0.6	-13	-2	17
N#Cc1c(Cl)cccc1N1CCCC1	-1	-51	-9	1	-0.1	-15	1	-22
CC(=O)ON(CC(=O)Nc1ccccc1C(=O)c1ccccc1)C(C)=O	2	-29	6	-5	1.1	-2	-2	12
c1ccc(CN2CCN(Cn3nnc4ccccc43)CC2)cc1	0	-54	1	-5	-0.2	0	1	1
Nc1[nH]c(=O)nc2nc[nH]c12	0	11	-4	-9	-0.8	-5	-4	-9
Cc1nc(-c2ccccn2)n2nnnc2c1Cl	0	-69	5	-6	-0.3	-6	1	-12
NNC(=O)c1[nH]c2ccc([N+](=O)[O-])cc2c1-c1ccccc1	4	-24	-17	-1	-0.6	11	-5	-16
COc1cc(C(=O)n2ncc(C(C)=O)c2C)cc(OC)c1OC	-4	-2	1	-5	-0.1	-12	5	3
O=S(=O)(c1ccccc1)n1ccc(-c2ccc3c(c2)CCO3)n1	-2	16	-10	-7	-0.7	11	1	16
Cn1cccc1CNC(=O)c1cc(F)cc2c1OCOC2	0	-5	-7	-8	-0.7	21	7	12
CC1(C)C2=CC3(C)N(CC(=O)N2c2ccccc21)c1ccccc1C3(C)C (stereo unspecified)	-2	-27	3	-6	-0.8	-1	0	-5
Cn1ccnc1SCc1ccc([N+](=O)[O-])cc1	0	-25	1	-9	-0.8	2	-2	-4
COc1ccc(NC(=O)c2nccnc2C(=O)O)c(N2CCOCC2)n1	1	-20	18	-2	-0.9	-18	4	4
O=C(Nc1cccnc1N1CCOCC1)c1cccs1	-2	-14	0	-4	0.3	-17	3	14
COC(=O)c1sccc1NC(=O)c1ccc2nonc2c1	2	-69	6	0	0.2	9	0	-7
O=C(Oc1ccccc1N1CCOCC1)c1ccco1	-3	-11	-10	-5	-0.2	-12	5	1
COc1cc(C(=O)Nc2cc(C(F)(F)F)ccc2Cl)cc(OC)c1OC	-5	10	-15	-5	-0.6	-17	5	-24
COC(=O)C(Cc1c[nH]c2ccccc12)NC(=O)c1cccs1 (stereo unspecified)	-1	-52	2	2	0.2	-1	1	-42
O=C(c1cccs1)N(Cc1cccnc1)Cc1ccc(Cl)cc1Cl	-5	-7	-11	-5	-0.6	-21	2	-5
S=c1[nH]nc(CSCCOc2ccccc2)o1	72	11	-4	-7	.	6	2	2
N#CC1(c2ccc(Cl)cc2)CCCCC1	-6	8	9	-1	-0.2	-12	7	3
COC(=O)c1conc1C(C)(C)C	-3	-10	13	-8	-0.1	-1	0	2
FC(F)(F)c1c2c(nc3cc(C4CC4)nn13)-c1ccccc1CC2	2	-68	1	-8	-0.4	-30	-1	-4
CC(C)(C)c1ccc(OCC(N)=S)cc1	-3	29	2	-6	-0.7	13	3	37
CCOC(=O)c1nn(-c2cccc(Cl)c2)cc(Sc2ccc(Cl)cc2)c1=O	-6	-39	-5	-7	-0.3	9	8	-22
Cc1cc(Br)ccc1NC(=O)OC(C)(C)C	-1	-31	-5	-6	-1.2	-2	2	-17
N#CCc1ccc(Oc2c(Cl)cncc2Cl)cc1	-7	9	-3	-5	0.1	79	5	25
Cc1cc(OC(C)C)nc(N)n1	-3	-10	4	-3	1.6	-4	2	7
CC(=O)/C(N=Nc1c(C)nn(C)c1C)=C(/C)O	2	-24	-2	0	-0.5	-12	2	15
Nc1ccccc1SC(CC(=O)c1ccccc1)c1ccc2c(c1)OCO2 (stereo unspecified)	0	-7	-9	-10	-0.8	-4	1	2
CC1CCC(C(C)C)C(NC(=O)c2ccco2)C1 (stereo unspecified)	4	-40	5	-11	.	-26	-1	-7
N#Cc1ccc(S(=O)(=O)Oc2ccc(Cl)cc2Cl)cc1	2	-36	-10	-7	0.3	-1	17	-10
C=CCn1c(=S)sc2c(N3CCN(c4ccccc4)CC3)ncnc21	0	-54	-3	-7	-0.3	-9	-3	0
Cc1nc2ccc(Br)cc2c(=O)n1-c1cc(C(F)(F)F)ccc1N1CCOCC1	4	-25	5	-4	0.1	-16	5	-13
CN1CCN(c2ccc(NS(=O)(=O)c3cccc(C(F)(F)F)c3)cc2)CC1	67	94*	-5	-7	0.2	-5	2	-4
COC(=O)/C=C1\SC(=Nc2ccc(Cl)cc2)N(c2ccc(Cl)cc2)C1=O	-4	-5	-23	-11	0.9	46	-73	65*
O=c1ccc(-c2ccc(Br)s2)n[nH]1	0	-6	-1	-6	0.3	2	17	-11
CC(=C\c1ccc(Cl)cc1)/C(C)=N/O	2	-61	3	-8	0.0	74	0	0
FC(F)(F)c1ccnc(SCn2c(=S)sc3ccccc32)n1	1	-28	-3	-7	0.3	59	-1	10
O=C(c1ccccc1Cl)N1CCSCC1	1	-15	1	-8	0.7	-2	-1	-11
O=S(=O)(c1ccc(Cl)s1)N1CCN(c2ccccc2)CC1	-2	-34	-2	-5	-0.1	11	7	-14
CC(C)(CC(=O)O)CC(=O)NCCN1CCNC1=O	-1	-17	-4	-4	0.3	-1	2	3
CN(C)S(=O)(=O)Oc1ccc(-c2noc(C3CCC3)n2)cc1	0	-21	0	-6	-0.5	17	4	9
CSC(=O)NC(=O)c1cccc(=O)o1	1	-58	-7	-5	-0.2	-4	2	-8
O=c1cc(O)c2c(=O)n(-c3ccccc3)c3ccccc3c2o1	2	-12	2	-6	-0.2	-8	-3	9

Sorted by count of non-hydrogen atoms (highest first): part of the list above
SMILES	luminol inh ctr	Nox1 inhibitor	TLR4-MyD88 inh	rat GALR2 agon	NOTCH ag	S1P1 ag	PME-1 Maybr inh	KOR antag MB
NNC(=O)c1[nH]c2ccc([N+](=O)[O-])cc2c1-c1ccccc1	4	-24	-17	-1	-0.6	11	-5	-16
Cn1cccc1CNC(=O)c1cc(F)cc2c1OCOC2	0	-5	-7	-8	-0.7	21	7	12
N#Cc1ccc(S(=O)(=O)Oc2ccc(Cl)cc2Cl)cc1	2	-36	-10	-7	0.3	-1	17	-10

Remaining list, next part.
SMILES	luminol inh ctr	Nox1 inhibitor	TLR4-MyD88 inh	rat GALR2 agon	NOTCH ag	S1P1 ag	PME-1 Maybr inh	KOR antag MB
COC(=O)c1ccc(S(=O)(=O)NCCc2ccccc2OC)n1C	-5	-2	5	-2	-0.5	-3	6	-10
CCCS(=O)(=O)c1csc(C(=O)OC)c1N/N=C/c1cccs1	2	2	-6	-6	.	-27	9	-24
CN(C)CCNC(=O)c1ccc(N2CCOCC2)nc1	-4	11	-7	-7	1.5	1	2	12
COc1cccc(CCCCCN(C)C(N)=O)c1	3	-2	-38	11	.	-10	-3	-4
O=C(c1cccs1)n1ccc(-c2ccc(C#Cc3ccccc3)s2)n1	-4	23	-1	-2	0.1	16	-5	3
Cn1c(CSCC(=O)Nc2ccccc2)nnc1SCc1ccc(Cl)cc1	1	-30	-3	-3	-0.6	-5	1	-15
CSc1sc(Br)c2c1/C(=N/OC(C)=O)CC(C)(C)C2	1	-58	5	-7	-0.9	-16	2	24
Cc1cc(C)c([N+](=O)[O-])c(S(=O)(=O)c2ccccc2)c1	2	-64	10	-7	-0.2	14	0	-10
CC(=O)SC1CC(=O)N(c2ccc(Cl)cc2)C1=O (stereo unspecified)	2	13	-6	-8	-0.7	-9	0	-10
COc1ccc(-c2cc(C(F)(F)F)[nH]n2)cc1OC	-2	-10	-2	-4	-0.2	-23	0	-11
NC(=S)Cc1c(Cl)cccc1Cl	-1	-27	-5	-4	0.0	-8	5	-30
Nc1ccc(-c2nnc(Nc3ccccc3C(F)(F)F)s2)cc1	-38	5	1	4	-0.1	6	1	14
O=C1CC2(CCCC2)C(=O)N1CCNc1ncccc1C(F)(F)F	-2	-56	2	-7	-0.5	-9	2	-14
COC(=O)c1cnc(N2CCCN(C(=O)c3cc(C(C)(C)C)nn3C)CC2)nc1C(F)(F)F	-2	27	-10	-4	-0.7	7	8	8
CC(=O)NC(Nc1ccccc1)(C(F)(F)F)C(F)(F)F	1	-19	-4	-6	-0.4	-9	-1	-1

Limited to rat GALR2 agon and TLR4-MyD88 inh, for some of the entries so far:
Molecule | rat GALR2 agon | TLR4-MyD88 inh
CC(C)(C)c1ccc(OCC(N)=S)cc1 | -6 | 2
CCOC(=O)c1nn(-c2cccc(Cl)c2)cc(Sc2ccc(Cl)cc2)c1=O | -7 | -5
